# Screening data from PubChem BioAssay.
# mcGAS MS inh: inhibitors of mouse cGAS; recombinant mouse cGAS, cGAMP by RapidFire MS; inhibition, % at 12.5 µM; 0.18% of 130,000 active; AID 1259397;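 active means inhibition of cGAS enzyme activity at or above 60%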;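 further: enzyme stimulated by 45 bp dsDNA with ATP and GTP substrates; cGAMP share of summed cGAMP plus half ATP and half GTP signals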
# Target sequence (Q8C6L5 whole entry, looked up): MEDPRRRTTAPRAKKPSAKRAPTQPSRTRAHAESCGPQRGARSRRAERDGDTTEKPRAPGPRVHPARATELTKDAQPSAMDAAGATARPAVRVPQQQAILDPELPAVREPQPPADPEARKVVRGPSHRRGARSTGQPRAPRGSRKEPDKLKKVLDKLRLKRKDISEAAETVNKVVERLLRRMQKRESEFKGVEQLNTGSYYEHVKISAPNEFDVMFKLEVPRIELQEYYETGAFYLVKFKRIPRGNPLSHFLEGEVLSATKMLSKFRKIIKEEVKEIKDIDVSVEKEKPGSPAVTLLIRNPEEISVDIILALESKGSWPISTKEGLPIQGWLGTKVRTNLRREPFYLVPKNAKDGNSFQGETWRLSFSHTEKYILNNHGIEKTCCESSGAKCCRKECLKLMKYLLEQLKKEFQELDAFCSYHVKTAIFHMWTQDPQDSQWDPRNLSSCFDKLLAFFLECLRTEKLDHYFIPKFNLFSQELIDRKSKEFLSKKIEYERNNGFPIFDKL
# Starred values were filed as active, the others as inactive; & = joins results of further samples.
Structure | mcGAS MS inh
Cc1ccc(C(=O)NCC(=O)N2CCc3ccccc32)cc1C | -17
CON(C)C(=O)c1cccn1CCc1ccccc1 | -4
CCOc1cn(C)c(C(=O)Nc2ccc(C)c(Cl)c2)cc1=O | -4
Cc1cc(C)c(S(=O)(=O)Nc2ccccc2C(F)(F)F)c(C)c1 | -7
COCCCNCc1ccc2n1CCN=C2c1ccccc1 | -3
CC(C)(C)C(O)=CS(=O)(=O)c1ccccc1 | -20
CC(=O)Nc1ccc(CN2CCC2(C)C(=O)Nc2cnc3ccccc3c2)cc1 (configuration not stated) | -4
COc1ccccc1-c1nccn1C(Cn1ccnc1)c1ccccc1 (configuration not stated) | -21
O=C1NC(=O)c2cc(Cl)c(Cl)cc21 | -18
OC1CCN(c2ccc(Nc3cnc4ccccc4n3)cc2)CC1 | 8
Cc1ccc(-n2nnc3c(=O)n(CC(N)=O)cnc32)cc1 | 0
O=C(c1cccc(-n2cnnn2)c1)N1CCN(C(=O)C2CC2c2ccc(F)cc2)CC1 (configuration not stated) | -1
O=C(CC1C=CS(=O)(=O)C1)N1C[C@@H]2C3CCC(CC3)[C@@H]2C1 (some centres not stated) | -29
O=C(NCCc1ccccc1)C(C1CCCC1)N1CCN(C(=O)c2cccs2)CC1 (configuration not stated) | -6
C=C(C)CN(CC)Cc1cn[nH]c1-c1ccc(C)c(C)c1 | -7
Cc1nn(CC(=O)N2CCN(c3ccccc3)CC2)c(=O)c2c1cnn2-c1ccccc1 | -6
CC(=O)Nc1ccc(CC(=O)N(C)C(C)c2cc(C)ccc2C)cc1 (configuration not stated) | -14
Clc1ncc2[nH]cnc2n1 | -1
COc1ccc2ccccc2c1CN1CCN(C2CCCC2)C(CCO)C1 (configuration not stated) | -13
N#CCCCOc1cccnc1NC(=O)C1CC2CCC1C2 (configuration not stated) | -9
CCn1cnnc1-c1cccc(NC(=O)c2cccc(C)c2)c1 | 5
CCNC(=O)c1cncc(-c2c(C)cccc2C)c1 | -10
CCOCCOC(C)C(=O)NC(C#N)CC(C)C (configuration not stated) | -10
O=S1(=O)NC(=NCCCCCCO)c2ccccc21 | -3
Cc1cc(N(C)C)nc(Nc2ccc(NC(=O)C3CCCO3)cc2)n1 (configuration not stated) | -10
COCCCn1c(CN2CCCCO2)cnc1S(=O)(=O)C1CCCC1 | 6
CCOc1ccccc1-c1cc(C(=O)N=c2sccn2C)[nH]n1 | 6
CS(=O)(=O)c1ccc(F)c(C(=O)NC2CCCCCCC2)c1F | -39
O=C(CSc1nnc(-c2ccco2)o1)Nc1ccnn1C1CCCC1 | -5
CCC(CC)C(=O)Nc1nc2ccc(Cl)cc2s1 | -6
FC(F)Oc1ccc(-c2n[nH]c(=S)n2N=Cc2ccc3c(c2)OCCO3)cc1 | -3
COP(=O)(O)c1c([N+](=O)[O-])cc(C(F)(F)F)cc1[N+](=O)[O-] | 48
Cc1cc(C2CCCN2CC(=O)Nc2ccc(F)c(F)c2)no1 (configuration not stated) | 3
Cn1ncc(CN2CCN3CCNC(=O)C3C2)c1C1CC1 (configuration not stated) | -6
CCN(Cc1cccc(F)c1)C(=O)Nc1cccnc1OC | -3
O=C(NCCCn1c(=O)[nH]c2ccccc21)Nc1ccc(Cl)c(C(F)(F)F)c1 | 1
Clc1ccc(-c2cn(-c3ccc(Br)cc3)c3[n+]2CCCS3)cc1 | -13
CC(=O)c1sc2nc(-c3ccc(C)cc3)c3c(c2c1N)CCCC3 | -7
O=S(=O)(NCCc1cn2c(n1)CCCC2)c1c(Cl)cccc1Cl | -12
CCOC(=O)C1(C)CCCN1C(=O)c1cccs1 (configuration not stated) | 6
COc1ccc(C)cc1-n1c(-c2cccs2)nn(CN2CCCC(O)C2)c1=S (configuration not stated) | -1
O=C(NCc1ccccn1)c1cc2c(ccc3ccccc32)oc1=O | -1
CNC(=O)C1=C(C)Nn2c(CCC3CCCCC3)nnc2S1 | -9&-4
CC(C)c1ccccc1NC(=O)CSc1nnc2ccccn12 | 4
CNC(=O)NC(=O)CN1CCCC1c1cccc(OC)c1 (configuration not stated) | -2
Cc1nc2nc(N)nn2c(C)c1CCC(=O)NC(C)c1ccc(F)cc1F (configuration not stated) | 12
COc1ccc(Nc2nc(N3CCOCC3)nc(N)c2[N+](=O)[O-])cc1 | -9
C=C(C)CN1N=C(c2ccccc2)Cn2c1nc1c2c(=O)n(C)c(=O)n1C | -3
CC(NS(=O)(=O)CC1CCCCC1)c1cc2ccccc2o1 (configuration not stated) | 1
CC1CC(C)(C)CC(CO)(NCC(=O)NC(C)C)C1 (configuration not stated) | -4

# Remaining list, next part.
Structure | mcGAS MS inh
O=C(CN1CCCC(C(F)(F)F)C1)Nc1ccc(F)cc1F (configuration not stated) | 1
COc1cccc(-c2cc(N)c(=O)n(Cc3ccc(C(F)(F)F)cc3)n2)c1 | -9
COc1ccc(NC(=O)N(CC(C)C)C2CC2)cc1 | 1
CN1CCC(Cc2noc(COCC(F)(F)C(F)F)n2)CC1 | -9
Cc1nc(-c2ccccc2)[nH]c(=O)c1CCC(=O)NC1(C)CCS(=O)(=O)C1 (configuration not stated) | 6
Cc1cc(N2CCCC(N)C2=O)n(C)n1 (configuration not stated) | -8
Cc1ccc(OC(C)C(=O)N2CCCc3cc(S(=O)(=O)N4CCCC4)ccc32)cc1 (configuration not stated) | -7
Fc1ccccc1-c1n[nH]c2c1CN(Cc1ccc3c(c1)OCCO3)CC2 | -2
Oc1cccnc1-c1ccccc1 | -21
O=S(=O)(c1ccc(=S)[nH]c1)N1CCCCC1 | -5
COCCCn1c(C)c(C)n2c3c(=O)n(Cc4ccc(C)cc4)c(=O)n(C)c3nc12 | -5
O=C1c2ccccc2C(=O)N1CNc1ccc(Br)cc1 | -11
COCCN(CCN(C)C)C(=O)c1ccc(Cl)c(Cl)c1 | -5
CSc1nnc2c(n1)OC(c1ccc(O)cc1)Nc1ccc(Br)cc1-2 (configuration not stated) | 19
O=c1[nH]nc(SCC2CCCO2)n1Cc1ccccc1 (configuration not stated) | 4
CC(=O)Nc1ccc(NC(=O)c2cccn2C)cc1Cl | -4
COc1cn2c(cc1=O)C(=O)N(CCNC(=O)COc1ccc(Cl)cc1)CC2 | -12
CCOc1ccc(C(=O)NCCN2CCn3cc(OC)c(=O)cc3C2=O)cc1OCC | -1
O=C(NNC(=O)c1ccccc1Oc1ccccc1)c1ccc(S(=O)(=O)N2CCCC2)cc1 | -3
O=C(CCc1nc2ccccc2c(=O)[nH]1)Nc1ccc(N2CCOCC2)cn1 | -13

# In a second layout: entries from further up.
mcGAS MS inh	SMILES
-5	COCCCn1c(C)c(C)n2c3c(=O)n(Cc4ccc(C)cc4)c(=O)n(C)c3nc12
-11	O=C1c2ccccc2C(=O)N1CNc1ccc(Br)cc1
-5	COCCN(CCN(C)C)C(=O)c1ccc(Cl)c(Cl)c1
19	CSc1nnc2c(n1)OC(c1ccc(O)cc1)Nc1ccc(Br)cc1-2 (configuration not stated)
4	O=c1[nH]nc(SCC2CCCO2)n1Cc1ccccc1 (configuration not stated)

# (more compounds)
Structure | mcGAS MS inh
CN(Cc1ccccc1F)Cc1cc([N+](=O)[O-])cc2c1OCOC2 | 4
CCn1nnc2cc(C(=O)Nc3ccc(C)cc3Br)ccc21 | -5
Cc1[nH]nc(CCC(=O)NC2CC(=O)N(Cc3cccc(F)c3)C2)c1C (configuration not stated) | -22
Cc1c(NC(=O)c2ccco2)cccc1C(=O)N1CCC2(CCCNC2)C1 (configuration not stated) | 2
CNC(=O)NC(=O)CN1CCN(Cc2ccccc2)CC1 | -1
COc1ccc(OCCCCOc2ccccc2[N+](=O)[O-])cc1 | -3
CC(=NN=C1NC(=O)CS1)c1cc2ccccc2oc1=O | 33
O=C(C=Cc1ccco1)NNC(=O)C1CC1 | -8
COc1cc(C(=O)N(C)C2CCS(=O)CC2)cc(Cl)c1OCCC(C)C (configuration not stated) | -9
CCCn1ccnc1SCc1nc(CC)no1 | -8
Cc1c(C(=O)NCC2CC2)sc(=O)n1Cc1ccc(OC(F)(F)F)cc1 | -4
Cc1nn(CC(=O)N(C(C)C)C(C)C)c(C)c1S(=O)(=O)NC(C)(C)C | -45
Cc1cccc(C)c1OCCn1ccnc1-c1cccnc1 | -12
COc1ccc(Cl)cc1NC(=O)CCC1CCCN(C(=O)c2csc(C)n2)C1 (configuration not stated) | -6
c1cc2c(cc1-c1nnc3n1CCCCC3)OCCO2 | -8
COc1ccc(CCNC(=O)C(=O)NCC2CCCN2S(=O)(=O)c2cc(C)ccc2C)cc1 (configuration not stated) | 12
O=C(c1ccncc1)N1CCN(S(=O)(=O)c2ccc3c(c2)OCCO3)CC1 | -10
CCOC1CC1C(=O)Nc1nc2ccccc2n1-c1ccccc1 (configuration not stated) | -39
CC12CC3CC(C1)CC(C(=O)O)(C3)C2 | -25
CN1OC(C)(CC(=O)NCc2cccc(O)c2)N=C1c1ccccc1Cl (configuration not stated) | 8

# Five entries from above in a different format:
mcGAS MS inh,SMILES
-39,CCOC1CC1C(=O)Nc1nc2ccccc2n1-c1ccccc1 (configuration not stated)
-6,COc1ccc(Cl)cc1NC(=O)CCC1CCCN(C(=O)c2csc(C)n2)C1 (configuration not stated)
-8,c1cc2c(cc1-c1nnc3n1CCCCC3)OCCO2
-4,Cc1c(C(=O)NCC2CC2)sc(=O)n1Cc1ccc(OC(F)(F)F)cc1
-10,O=C(c1ccncc1)N1CCN(S(=O)(=O)c2ccc3c(c2)OCCO3)CC1

# (cont.)
SMILES | mcGAS MS inh
CC(C)c1cc(C(=O)NCc2ccccc2CN2CCCC2=O)n(C)n1 | -18
CC(C)(C)OC(=O)n1nc(-c2ccccc2)c(N)c1C1CC1 | -1
CC(C)CCn1c(CCNC(=O)C2CCCCC2)nc2ccccc21 | -11
CSc1nnc(SCc2nnsc2Cl)s1 | -3
CC(C)NC(=O)CSCc1ccc(F)cc1Br | 3
COc1ccccc1-c1cccc(C(=O)N2CCCC(N(C)C)CC2)c1 (configuration not stated) | -24
CCc1cn[nH]c1C1CCCN(C(=O)c2cnc(-c3cccnc3)nc2)C1 (configuration not stated) | -20
CCC(=O)c1ccc(OCC(=O)Nc2ccccc2C(=O)N2CCCCC2)cc1 | -10
Cc1cc(=O)[nH]c(-n2nc(C)c(CCC(=O)NCc3c(F)cccc3F)c2C)n1 | -2
O=C(Nn1cnc2c(cnn2-c2ccccc2)c1=O)C1(c2ccc(Cl)cc2)CCCC1 | -5
O=C(CCN1CCC(OCc2cccnc2)CC1)NC1CCCCCC1 | -5
COc1cc(-c2ccc(=O)n(CC(=O)Nc3cccc(C(F)(F)F)c3)n2)cc(OC)c1OC | -18
Oc1ccc2ccccc2c1C=NNC1=NCCC1 | 11
CC(=O)NCc1ccccc1-n1ccnc1C | -1
CCNC(=O)[C@@H]1C[C@@H](N)CN1C(=O)COc1ccccc1OC | -13
N#CC(C#N)=C1C=C(c2ccc(O)cc2)Oc2ccccc21 | 15
CSC1=NC2C(C(C)=O)C(=O)N(c3ccccc3)C2NN1 (configuration not stated) | -4
Cc1nc2sccn2c(=O)c1S(=O)(=O)NCc1ccco1 | -8
NS(=O)(=O)c1ccc(NC(=O)c2nc(-c3cnccn3)no2)cc1 | -4
CCc1cnc(N2CCn3nc(C(=O)NCc4ccccn4)cc3C2)nc1 | -4
Cc1nnc(SCC(=O)c2ccc(Br)s2)s1 | -13
O=C(c1cccc(NCc2cccs2)c1)N1CCC[C@H]1CO | -11
Cc1cc(=O)[nH]c(-n2nc(C3CC3)cc2NC(=O)C2c3ccccc3Oc3ccccc32)n1 | -4
Cc1n[nH]c(C)c1CCCNC1CCN(c2ccc3c(c2)OCO3)CC1 | -1
C=C(C)Cn1c(N=Nc2c(O)[nH]c3ccc(Br)cc23)nc2c1c(=O)[nH]c(=O)n2C | 1
O=S(=O)(Nc1nc2ccc(F)cc2s1)c1ccc(Cl)s1 | -1
Cc1ccc(C2(C(F)(F)F)N=C3Sc4cc(S(C)(=O)=O)ccc4N3C(=O)N2)cc1 (configuration not stated) | 52
Cc1cc(F)ccc1CC(=O)N1CCC(=O)N(CC2CC2)C(C(C)C)C1 (configuration not stated) | -19
Cc1cc(C2CCCN2C(=O)c2nn(-c3cccc(F)c3)ccc2=O)on1 (configuration not stated) | -10
CCOC(=O)CNC(=O)N1CCCC(C(=O)c2ccc(-c3ccccc3)c(F)c2)C1 (configuration not stated) | -10
COc1cccc(C(NCc2ccccc2F)P(=O)(O)O)c1 (configuration not stated) | -9
Cc1ccc(C(NC(=O)c2sc3ncn(C)c(=O)c3c2C)c2cccnc2)c(C)c1 (configuration not stated) | -14
CCN(CC)C(=O)CN(c1cccc([N+](=O)[O-])c1)S(=O)(=O)c1ccccc1 | 8
CC1Sc2ccc(C#N)cc2N(Cc2cccc(F)c2)C1=O (configuration not stated) | 16
Cc1nc(-n2ccc3nc4ccn(CCc5ccccc5)c(=O)c4cc3c2=O)n[nH]1 | 0
CCS(=O)(=O)CC(=O)N1CCN(CC(C)(C)O)CC1 | -5
CN1CCN(Cc2cn(-c3ccccc3)nc2-c2ccncc2)CC1C(=O)O (configuration not stated) | -12
CCC(Nc1nccc(CCC(F)(F)F)n1)c1ccnn1C (configuration not stated) | -19
Cc1ccc(-c2nc(NC(C)c3nn[nH]n3)ncc2-c2ccc(N)nc2)cc1 (configuration not stated) | -6
Cc1csc(Sc2ccc(NC(=O)c3cnn(C)c3C)cc2)n1 | -12
COc1cc(OC)c2cc(C=O)cnc2c1 | 36
CC1(C)C(c2ccccn2)=[N+]([O-])C(C)(C)N1O | -1&0
CCNc1nnc(SC2CC(C)OC2=O)s1 (configuration not stated) | 0
O=C(C1=CCCC1)N1CCCC(CNC(=O)C2(c3ccc(Cl)cc3)CC2)C1 (configuration not stated) | 7
CC(=O)c1ccc(CC2SC(N)=NC2=O)cc1 (configuration not stated) | -10
CN(CCc1ccccn1)Cc1cnc2c(-c3ccccc3)cnn2c1 | -6
CC(=O)N1CCC[C@H]1C(=O)N1CCC(CCC(=O)Nc2cccc(C)c2)CC1 | -2

# In a second layout: 2 of the compounds above.
mcGAS MS inh,Molecule
0,CCNc1nnc(SC2CC(C)OC2=O)s1 (configuration not stated)
7,O=C(C1=CCCC1)N1CCCC(CNC(=O)C2(c3ccc(Cl)cc3)CC2)C1 (configuration not stated)

# Structural class: those above with a COOH group (two)
SMILES | mcGAS MS inh
CC12CC3CC(C1)CC(C(=O)O)(C3)C2 | -25
CN1CCN(Cc2cn(-c3ccccc3)nc2-c2ccncc2)CC1C(=O)O (configuration not stated) | -12

# This is a subset (hit frequency here may not be typical).
